# Compound activity: PubChem, National Center for Advancing Translational Sciences (NCATS)
# Fluorescein fluor: compound autofluorescence in fluorescein spectral region | Compound autofluorescence, 480/540 nm, fluorescein-equivalent; stronger effect = higher value | 59,000 tested, 0.91% active | AID 593 | max fluorescein-equivalent concentration, M; in the data active means max fluorescein-equivalent concentration above about 10 nM; inconclusive means between about 1.1 nM and that limit
#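 Values reflect compound autofluorescence, normalized to fluorescein on the same plate and reported at each tested concentration. Conditions: 100 mM Tris pH 8.0, room temperature, 15 min, excitation 480 nm, emission 540 nm.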
# HEK293 cAMP cs: counter-screen for TSHR agonists: cAMP increase in parental HEK293. parental HEK293 CNG cAMP sensor, membrane potential fluorescence. AID 938. 73,000 tested, 2.5% active. Potency, µM (titrated, usually from 57.1 µM), for the others: at the top dose activation, usual class: activators; further: potency means the concentration at half of the fitted maximal effect; % of control where 0% means no effect; nearly all actives have a fitted effect of over 55% in size
#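 Parental HEK 293 cells stably expressing a modified CNG channel (no TSHR) report cAMP rise as membrane depolarization. Membrane potential dye with 100 uM RO 20-1724 was loaded for 60 min at room temperature, then compound added for 30 min; fluorescence read at 590 nm.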
# BRCT PPI red: inhibitors of human BRCA1 BRCT-phosphoprotein interaction (red fluorophore). P38398. BRCT-phosphopeptide binding, red fluorescence polarization. Potency, µM (highest dose often 76.9 µM), for inactives: top-dose activity change, negative = inhibition, most hits filed as inhibitors. 75,000 tested, 0.03% active; further: on the % scale 0 is the no-effect control and ±100 the full control effect
#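 Rhodamine-labelled pBACH1 10-mer (100 nM) bound to BRCT domain (100 nM) at pH 7.3; compounds incubated 12 min room temperature, polarization read. Free peptide defines full inhibition; unlabelled decapeptide titrated as control.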
# 4MU fluor: compound fluoresces in the 4-MU spectral region; max dye-equivalent concentration, M; compound autofluorescence, 340/450 nm, 4-MU equivalents; stronger effect = higher value; 59,000 tested, 11% active; in the data active means max dye-equivalent concentration above about 10 nM; inconclusive means mostly about 1.1 nM to 9.6 nM
#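 Compounds in 100 mM Tris, pH 8.0, sat 15 min at room temperature before fluorescence was read at 340 nm excitation/450 nm emission; a per-plate six-point 4-MU standard curve converted signals to dye-equivalent concentration at each compound concentration.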
# Epigenetic mod: derepresses silenced GFP locus in mouse C127i cells | mouse C127i GFP locus derepression, cytometry, 30 h | Potency, µM (titrated, usually from 46.1 µM), for inactives: at the highest dose GFP derepression (activation) | 68,000 tested, 0.09% active | AID 597; further: % of control where 0% means no effect
#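 Murine C127i mammary cells carrying a silenced, stably integrated CMV-driven GFP reporter were treated with compound for 30 hours at 37 C. After PBS washes, GFP-positive cells were counted by laser-scanning microplate cytometry.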
# Casp1 inh: allosteric or competitive inhibitors of human caspase-1; Caspase-1 enzyme, Ac-WEHD-AFC fluorogenic rate; Potency, µM (highest dose often 57.5 µM), for the others: top-dose activity change, negative = inhibition, usual class: inhibitors; 75,000 tested, 0.03% active;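 further: potency means the concentration at half of the fitted maximal effect; plate controls were vehicle for no effect and no substrate for full effect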
# Ub-GFP proteasome: proteasome inhibitors stabilizing ubiquitin-GFP reporter; Ubiquitin-GFP reporter cells, proteasome inhibition, GFP fluorescence; response scale: untreated = 0%, 10 µM MG-132 = 100%; Potency, µM (series often up to 45.9 µM), without a hit: top-dose activation (GFP accumulation), actives largely listed as activators; 67,000 tested, under 10 active; active means well fitted activation curve with a large enough effect, not every such curve was filed as active; inconclusive means small, poorly fitted or top-dose-only effect, or another doubt; inactive means no such curve, though single readings can be large or run the other way; further: potency means the concentration at half of the fitted maximal effect
#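 U2OS Ub(G76V)-GFP reporter; O/N plating, 0.5% FBS; cpd 46 uM–2.9 nM, 4 h, 37 °C; GFP+ cell count, 488/515 nm; norm. to basal vs 10 uM MG-132; CRC fit.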
# BRCT inh green: BRCA1 BRCT-phosphoprotein interaction inhibition | P38398 | AID 875 | Potency, µM (top dose mostly 76.9 µM), for the others: at the highest dose activity change, negative = inhibition, hits mostly inhibitors | BRCA1 BRCT-phosphopeptide binding, green fluorescence polarization | 75,000 tested, 0.05% active;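 further: potency means the concentration at half of the fitted maximal effect; plate controls were peptide without protein for full effect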
#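 Compounds were incubated for 12 min at room temperature with a complex of 100 nM fluorescein-tagged pBACH1 decapeptide and 250 nM His-tagged BRCT protein. Buffer was phosphate pH 7.3 with EDTA, DTT and Tween 20. Disruption of binding lowers the polarization signal.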
# Casp7 inh: allosteric or competitive inhibitors of human caspase-7; P55210; recombinant caspase-7, Ac-DEVD-AFC fluorescence rate; Potency, µM (series often up to 57.5 µM), inactives show at the highest dose activity change, negative = inhibition, actives largely listed as inhibitors; 75,000 tested, 0.02% active; AID 889; active means well fitted inhibition curve with a large enough effect in the main read-out, with a control signal flat, not every such curve was filed as active; inconclusive means small, poorly fitted or top-dose-only effect, or a change in a side signal; further: potency means the concentration at half of the fitted maximal effect; % of control where 0% means no effect
# A350 fluor: compounds fluorescent in Alexa 350 spectral region. Compound autofluorescence, 340/450 nm, Alexa 350 dye-equivalents; stronger effect = higher value. max dye-equivalent concentration, M. 59,000 tested, 11% active; in the data active means max dye-equivalent concentration above about 10 nM; inconclusive means mostly about 1.1 nM to 9.6 nM
# USP2a inhib: blocks human ubiquitin-specific protease USP2a; O75604; USP2a enzymatic assay, qHTS inhibition; Potency, µM (top dose mostly 38.3 µM), inactives show top-dose activity change, negative = inhibition, actives largely listed as inhibitors; 60,000 tested, 0.1% active;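 further: potency means the concentration at half of the fitted maximal effect; nearly all actives have a fitted effect of over 60% in size; plate controls were DMSO for no effect and NEM full inhibition control for full effect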
#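 Inhibition is measured in a cell-free coupled assay with 20 nM USP2 core, 20 nM Ub-PLA2 and 20 uM NBD C6-HPC, 2.5 h incubation. Activity normalized to NEM control.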
# * marks the source's active call; other numbers are inactive results; i = inactive; u = inconclusive; x = no result given; [ ] = dose if it differs, or a comment. Unless noted, the call rests on the fitted dose curve; in most records, active means well fitted curve in the direction sought with a large enough effect; inconclusive means small, poorly fitted or top-dose-only effect, or another doubt; inactive means no such curve, though single readings can be large; an effect the other way counts as inactive or inconclusive.
Compound	Fluorescein fluor	HEK293 cAMP cs	BRCT PPI red	4MU fluor	Epigenetic mod	Casp1 inh	Ub-GFP proteasome	BRCT inh green	Casp7 inh	A350 fluor	USP2a inhib
O=C(CN1C(=O)C2C3C=CC(C3)C2C1=O)NCC1COc2ccccc2O1 (stereo not drawn)	i	2%	0.4%	i	2%	-1%	-11%	-0.5%	2%	i	-5%
O=C(NCCC1=CCCCC1)C1CCCN(S(=O)(=O)c2ccccc2)C1 (stereo not drawn)	i	24%	-2.9%	i	-3%	-1%	-2%	-5.2%	0%	i	-2%
O=C1CC2(CCCC2)CC(=O)N1CCCCNC[C@H]1COc2ccccc2O1	x	23%	0.1%	x	-2%	-1%	4%	-2.7%	0%	x	x
Cn1c2ccccc2c2c(C(=O)N3CCN(c4ccc(F)cc4)CC3)cn(C3CCCC3)c(=O)c21	u	14%	-1.0%	1.6e-08M*	2%	-4%	12%	-1.5%	0%	1.3e-08M*	19%
Cc1oc(C(=O)O)cc1CSc1nnc(-c2ccccc2)n1C	i	4%	-1.7%	i	-5%	-2%	0%	-0.9%	-1%	u	-10%
CN(C)CCNc1oc(COc2cccc(Cl)c2)nc1C#N	u	-3%	0.6%	i	-3%	-12%	-3%	-1.1%	-16%	u	7%
CCn1c(NC(=O)c2ccco2)c(-c2ccccc2Cl)c(=O)c2ccccc21	i	0%	-0.7%	i	0%	1%	11%	0.7%	1%	i	-5%
O=c1c2c3c(sc2n(CCN2CCOCC2)c(=O)n1Cc1ccco1)CCCCC3	i	20%	-0.9%	i	2%	-3%	0%	7.2%	-1%	i	54%[activator]

# Record cards, from the list above. Order of screens: Fluorescein fluor | HEK293 cAMP cs | BRCT PPI red | 4MU fluor | Epigenetic mod | Casp1 inh | Ub-GFP proteasome | BRCT inh green | Casp7 inh | A350 fluor | USP2a inhib
# O=C(NCCC1=CCCCC1)C1CCCN(S(=O)(=O)c2ccccc2)C1 (stereo not drawn) in the list: i | 24% | -2.9% | i | -3% | -1% | -2% | -5.2% | 0% | i | -2%
# CN(C)CCNc1oc(COc2cccc(Cl)c2)nc1C#N in the list: u | -3% | 0.6% | i | -3% | -12% | -3% | -1.1% | -16% | u | 7%

# Next section:
Compound	Fluorescein fluor	HEK293 cAMP cs	BRCT PPI red	4MU fluor	Epigenetic mod	Casp1 inh	Ub-GFP proteasome	BRCT inh green	Casp7 inh	A350 fluor	USP2a inhib
O=C1NC2(CCCCC2)N=C1c1ccc(F)cc1	i	4%	0.3%	i	0%	-2%	6%	-1.0%	3%	i	-3%
Cn1c(C(=O)N2CCC(C(=O)N3CCN(Cc4ccc5c(c4)OCO5)CC3)CC2)cc2sccc21	x	8%	2.1%	x	-2%	0%	3%	-0.4%	-2%	x	x
COC(=O)c1cccc(OCC(O)Cn2cnc3cc(C)c(C)cc32)c1 (stereo not drawn)	u	15%	0.3%	i	1%	0%	-2%	0.2%	3%	u	34%[activator]
O=C(O)CCCc1nc2ccccc2s1	u	0%	-0.6%	i	-2%	-1%	-1%	-2.0%	3%	i	-12%
Cc1ccnc(Nc2nc3ccccc3o2)n1	x	2%	-1.2%	x	-2%	1%	-3%	-0.5%	-1%	x	x
COC(=O)N1CCC[C@@]2(CCN(C(=O)Nc3ccc(OC)cc3)C2)C1	i	8%	0.5%	i	2%[9.22 µM]	0%	-11%	-4.7%	-3%	i	-8%
CN=C1SC(CC(=O)Nc2cc(Cl)ccc2Cl)C(=O)N1C (stereo not drawn)	i	-1%	1.6%	i	0%	-4%	-3%	1.1%	-2%	i	14%
N=C(c1ccc2ccccc2c1)c1ccccc1Cc1ccccc1	i	14%[11.4 µM]	-0.9%[15.4 µM]	i	-2%[9.22 µM]	0%[11.5 µM]	-3%[9.17 µM]	-2.4%[15.4 µM]	-4%[11.5 µM]	i	x
CCCC12CN3CC(C)(CN(C1)C31CCCCC1)C2=O	i	1%	0.1%	i	0%	-1%	2%	-0.4%	1%	i	6%
Cc1c(Cl)cccc1NC(=O)CCN1CCCC(C)C1 (stereo not drawn)	i	14%	0.2%	i	0%	0%	6%	-1.3%	-1%	i	15%
CCCCSc1nnc(-c2cc(Br)ccc2N)c(=O)[nH]1	i	9%	-0.6%	i	2%	-1%	-1%	-0.2%	-1%	i	8%
O=C(O)CCC(=O)Nc1nc(-c2ccccc2)cs1	u	12%	1.3%	i	-2%	0%	-3%	-1.1%	-1%[0.00368 µM]	i	-8%
Clc1ccc2c(c1)c1ccccc1n2CN1CCOCC1	u	16%	-3.1%	i	-3%	-2%	-7%	-0.2%	-4%	i	-1%
COc1ccc2c(c1)N1CCN=C1N2C	i	5%	0.6%	i	1%	3%	-1%	-1.4%	-3%	i	-23%
CCc1ccc(NC(=O)c2cnc3scc(C)n3c2=O)cc1	x	2%	-0.4%	x	x	-6%	-6%	-0.2%	-1%	x	x
O=c1c(-c2ccccc2)nc2cnc(Oc3cccc(Cl)c3)nc2n1C1CC1	i	u	0.1%	i	0%[9.22 µM]	-11%	6%	0.9%	-20%	i	116%[activator]
CC(C)CCN1C(=O)c2ccc(C(=O)OCn3nnc4ccccc4c3=O)cc2C1=O	u	-1%	-1.4%	i	14%	-1%	-5%	0.9%	-2%	i	9%
Brc1c(CSc2nncn2-c2ccccc2)nc2sccn12	u	-3%	0.8%	i	0%	-1%	-3%	-0.8%	0%	i	-7%
CCOC(=O)C1CCN(S(=O)(=O)c2c(C)[nH]c(=O)[nH]c2=O)CC1	i	0%	-0.2%	i	2%	0%	2%	-0.3%	1%	i	3%
Cc1cccc(OCCOC(=O)C2CCN(S(=O)(=O)c3cccs3)CC2)c1	i	u	0.5%	i	-1%	-1%	2%	-2.4%	5%	i	-9%
CCOC(=O)NCc1ccc(CNC(=O)OCC)cc1	x	7%[11.4 µM]	0.0%	x	0%	0%	8%[9.17 µM]	-0.3%	0%	x	0%[7.66 µM]
O=C(CSc1ccc2nnc(-c3ccc(Cl)cc3)n2n1)N1CCCC1	x	-4%	0.0%	x	x	-3%	5%	0.3%	2%	x	x
CCN(CC)C(=O)COc1cccc2ccccc12	u	u	1.5%	i	2%	0%	-6%	-2.6%	-1%	i	4%
COc1ccc(OC)c(N(CC(=O)Nc2ccc3c(c2)OCCO3)S(C)(=O)=O)c1	x	-1%	0.8%	x	0%	1%	-5%	-1.9%	1%	x	9%
CC1Cc2cc(/C(O)=C3/C(=O)C(=O)N(CCCN(C)C)C3c3ccncc3)ccc2O1 (stereo not drawn)	i	3%	-0.3%	i	0%	0%	-5%	-0.8%	0%	i	-1%
c1ccc(-n2ncc3c2ncn2nc(-c4ccco4)nc32)cc1	i	5%	-1.0%	i	3%	-5%	2%	-2.3%	-9%	u	22%
CCNC(=O)c1ccc2c(c1)S(=O)(=O)c1ccccc1C2=O	i	-10%	-1.6%	i	0%	-2%	-1%	-2.0%	-1%	i	0%
CCOC(=O)CSc1nc2c(c(=O)n1-c1ccc(OC)cc1)SCC2	x	-2%	-2.5%	x	x	1%	9%	1.3%	-1%	x	x
Clc1ccc(-n2ncc3c(NCc4ccc5c(c4)OCO5)ncnc32)cc1	i	13%	-2.0%	u	-3%	-5%	0%	-0.5%	-5%	u	5%
COc1ccc(C2=CC(c3ccc(F)cc3)n3nnnc3N2)cc1 (stereo not drawn)	x	29%[11.4 µM]	1.0%	x	-2%	u	-2%[9.17 µM]	-0.8%	-28%	x	8%[7.66 µM]
Cc1cccc(-n2c(Cc3cc(=O)[nH]c(=O)[nH]3)nnc2SC(C)C)c1	x	8%	1.9%	x	x	-4%	2%	-0.8%	1%	x	x
COCC(=O)N1CCC2(CCCN(Cc3nccs3)C2)CC1	i	-8%	0.4%	i	2%[9.22 µM]	2%	-8%	-6.2%	-1%	i	0%
CCOC(=O)CSc1nnc(CNC(=O)c2cc(OCC)c(OCC)c(OCC)c2)n1C	i	1%	0.7%	i	1%	2%	-3%	-0.9%	0%	i	5%
O=C(Nc1ccccc1C(=O)N1CCCCC1)c1cccc(S(=O)(=O)N2CCOCC2)c1	u	3%	0.7%	i	2%	1%	-2%	-2.8%	-1%	i	8%
CC(C)c1nnc(NC(=O)C2CCCN2S(=O)(=O)c2ccc(Cl)cc2)s1 (stereo not drawn)	i	3%	-0.3%	i	-2%	0%	3%	-1.8%	0%	i	9%
O=C(CN1C(=O)c2ccccc2C1=O)OCC(=O)N1CCc2ccccc2C1	i	-3%	0.0%	u	0%	-1%	-4%	-1.8%	-4%	u	12%
O=C(Nc1ccc(N2CCN(C(=O)c3ccco3)CC2)c(Cl)c1)c1cccs1	i	u	-1.2%	i	-2%	-6%	-2%	-0.8%	-3%	i	61%[activator]
CCCCc1nc(SCC(=O)Nc2cc(C)on2)n[nH]1	x	4%[11.4 µM]	-0.4%	x	0%	0%	14%[9.17 µM]	1.1%	1%	x	0%[7.66 µM]
Clc1ccccc1-c1cc(NCc2cccnc2)ncn1	i	6%	-0.3%	i	-1%[9.22 µM]	4%	5%	0.5%	-2%	i	1%
Cc1ccc([N+](=O)[O-])c(N)c1	x	13%	0.2%	x	x	0%	x	2.0%	1%	x	x

# The list is partial; count on the stated rates, not on these rows.
